# Screening results: PubChem BioAssay, Sanford-Burnham Center for Chemical Genomics
# CCR6 antagonist: antagonists of human CCR6 receptor. CHO-K1 CCR6 PathHunter beta-arrestin, luminescence, CCL20-stimulated. inhibition, % at 20 µM. 340,000 tested, 0.49% active. AID 493098;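 active = compounds whose inhibition of the agonist-driven luminescence signal at 20 µM reaches about 50%, limit read from the data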;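 also: cells stimulated with CCL20 at 14 nM final; plate controls were DMSO with CCL20 for no effect and DMSO without agonist for full effect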
# Target sequence (P51684 whole entry, looked up): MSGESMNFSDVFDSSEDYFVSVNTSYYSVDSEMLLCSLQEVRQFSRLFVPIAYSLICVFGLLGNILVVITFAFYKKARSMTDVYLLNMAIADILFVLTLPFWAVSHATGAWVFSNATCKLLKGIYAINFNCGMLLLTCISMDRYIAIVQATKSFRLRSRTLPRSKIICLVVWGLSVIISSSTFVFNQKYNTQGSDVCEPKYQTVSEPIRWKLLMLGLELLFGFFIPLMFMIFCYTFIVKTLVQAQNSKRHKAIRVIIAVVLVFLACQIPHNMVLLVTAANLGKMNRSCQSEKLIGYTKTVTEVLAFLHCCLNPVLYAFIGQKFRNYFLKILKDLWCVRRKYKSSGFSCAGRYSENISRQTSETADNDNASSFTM
# tim23-1 inh: tim23-1 yeast growth inhibition. S. cerevisiae tim23-1 growth, BacTiter-Glo luminescence, 24 h. inhibition, % at 20 µM. 330,000 tested, 1.3% active;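 active = growth inhibition of the mutant yeast at or above 50%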;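 also: temperature-sensitive mutant grown at 25 °C; plate controls were DMSO-treated mutant yeast for no effect and medium wells lacking yeast for full effect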
# UPR XBP1 act: activators of adaptive arm of unfolded protein response (XBP1); CHO-XBP1 luciferase reporter, IRE1-XBP1 UPR activation, luminescence; percent of tunicamycin response, DMSO as zero; activation, % at 20 µM; 330,000 tested, 0.33% active;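 active = versus positive control, 20 µM dose yields 30% or more activation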;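 also: 100% = tunicamycin at 10 µg/mL and 0% = DMSO only wells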
#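 Material: CHO-XBP1 cells stably carrying IRE1-XBP1-driven luciferase reporter / Amount: 1000 cells per well / Compound: 20 µM, 1% DMSO / Times: 6 h treatment, 37 °C / Detection: luciferase luminescence / Measure: % activation of reporter signal versus tunicamycin and DMSO controls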
# APJ ag: agonists of human APJ apelin receptor; 330,000 tested, 0.11% active; AID 2520; CHO-K1 APJ PathHunter beta-arrestin, luminescence; 0% DMSO wells, 100% apelin; activation, % at 20 µM;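 active = activation more than six SD over the plate average, tested at 20 µM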;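 also: 0% = DMSO alone and 100% = apelin-13 at 10 nM; some results filed as inactive read as strong as hits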
# Target sequence (P35414 whole entry, looked up): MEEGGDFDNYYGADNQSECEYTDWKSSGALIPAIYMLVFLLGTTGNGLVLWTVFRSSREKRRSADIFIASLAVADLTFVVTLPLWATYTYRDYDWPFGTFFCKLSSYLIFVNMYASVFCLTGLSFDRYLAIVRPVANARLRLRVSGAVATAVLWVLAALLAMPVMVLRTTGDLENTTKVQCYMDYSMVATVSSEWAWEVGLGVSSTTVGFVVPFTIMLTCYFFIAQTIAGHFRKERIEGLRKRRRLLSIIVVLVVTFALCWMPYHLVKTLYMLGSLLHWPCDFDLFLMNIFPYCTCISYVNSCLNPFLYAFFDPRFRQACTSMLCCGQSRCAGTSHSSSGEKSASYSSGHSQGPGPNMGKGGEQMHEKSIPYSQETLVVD
#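 Assay system: CHO-K1 cells stably expressing ProLink-tagged human APJ and arrestin–beta-gal acceptor. Compound dosing: 20 µM single point, 1% DMSO. Times: 16-18 h seeding, 90 min dark compound exposure, 60 min detection. Detection: beta-gal luminescence. Evaluation: APJ–arrestin association signal. Controls: negative DMSO alone, positive Apelin-13 at 10 nM.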
# EBI2 block: EBI2 (human) antagonism; inhibition, % at 5 µM; AID 651636; 360,000 tested, 0.81% active; EBI2 beta-arrestin recruitment, luminescence, 7a,25-OHC stimulated; P32249; in the data active = inhibition above about 38%;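 also: enzyme fragment complementation signal reports receptor beta-arrestin coupling in cells; 0% = agonist plus DMSO wells and 100% = wells without agonist; some results beyond the cut were filed as inactive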
# CXCR6 block: inhibitors of human CXCR6 receptor. O00574. CHO-K1 PathHunter CXCR6 beta-arrestin, luminescence. inhibition, % at 20 µM. 360,000 tested, 0.36% active; in the data active = inhibition above about 34%, passing the limit was not always enough;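 also: antagonist mode with CXCL16 agonist at 10 nM final; 0% = 10 nM CXCL16 with DMSO and 100% = unstimulated wells without agonist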
# CHOP UPR activ: activators of apoptotic arm of unfolded protein response (CHOP). CHO-CHOP luciferase reporter, UPR activation, luminescence; percent of tunicamycin response over DMSO baseline. 330,000 tested, 0.34% active. activation, % at 10 µM;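 active = at 10 µM dose, activation of 40% or more, normalized to positive control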;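 also: 100% = tunicamycin at 10 µg/mL and 0% = DMSO alone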
#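 Assay system: CHO-CHOP cells, stable luciferase reporter of PERK-eIF2a-CHOP signalling / Buffer or medium: F12 plus 10% serum / Compound dosing: one dose, 10 µM in 0.5% DMSO / Times: 6 h compound treatment, 37 °C / Technique: luciferase luminescence / Read-out: % reporter activation, DMSO baseline versus tunicamycin full activation / Benchmarks: tunicamycin and DMSO controls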
# Mdm2-MdmX inh: inhibitors of human Mdm2/MdmX interaction | SaOS-2 split-luciferase Mdm2/MdmX complementation, luminescence | inhibition, % at 8 µM | 330,000 tested, 3% active | O15151+Q00987 | AID 485346;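 active = inhibition of at least 50% at 8 µM in the primary screen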
# APJ antagonist: blocks the human apelin receptor APJ; P35414; CHO-K1 APJ beta-arrestin complementation, luminescence; inhibition, % at 20 µM; 330,000 tested, 0.32% active; AID 2521;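 active = inhibition above about 40% at 20 µM, limit read from the data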;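 also: cells challenged with 10 nM apelin-13 agonist together with compound; plate controls were apelin-13 plus DMSO wells for no effect and DMSO wells lacking apelin-13 for full effect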
# Active calls of the source: *; nt = no result given. This is a subset (hit frequency here may not be typical).
SMILES,CCR6 antagonist,tim23-1 inh,UPR XBP1 act,APJ ag,EBI2 block,CXCR6 block,CHOP UPR activ,Mdm2-MdmX inh,APJ antagonist
O=C(CN1CCCCC1)NNC(=O)c1cccc(Br)c1,17,-22,-1,-1,3,7,1.2,31,5
O=C(CSc1nc(-c2ccccc2)cs1)Nc1nccs1,-6,-9,1,-1,2,-8,0.1,59*,2
Cc1cccc(N2CCN(C(=O)COc3ccc4c(C)cc(=O)oc4c3C)CC2)c1C,11,21,-6,-1,16,12,-2.6,30,-5
CCC(C)[C@H](NC(=O)NCc1cccnc1)C(=O)OC (stereo not given in full),-2,1,1,1,4,2,-0.8,-15,14
CC(C)CCn1c(O)c(N=NC(=O)Cn2ccc(C(F)(F)F)n2)c2ccccc21,5,7,-1,-3,10,-2,0.0,14,-4
Cc1ccc(NC(=S)N2CC(C)OC(C)C2)cc1C (stereo not given),-5,-5,-3,-2,-10,9,0.9,8,10
COc1ccc(NC(=O)CCCn2cnc3ccccc3c2=O)c(OC)c1,-2,1,-1,-2,-1,3,-0.9,-1,-4
COc1ccc(NC(=O)c2ccc(Br)c(S(=O)(=O)N3CCOCC3)c2)cc1,0,15,-2,5,-3,5,1.3,17,10
COc1ccc(-c2nc(CN3CCCCC3c3nccn3C)c(C)o2)c(C)c1C (stereo not given),12,23,-5,-4,3,16,1.2,-2,12
CCOC(=O)CSc1nc2nc(C)cc(C)n2n1,14,8,-1,-2,-3,2,-1.2,-18,5
CC(NC(=O)OC(C)(C)C)C(=O)Oc1ccc2ccc(=O)oc2c1 (stereo not given),-5,22,-1,1,7,-8,0.7,-2,-5
CN1CCN(c2nnc(-c3ccc(Cl)cc3)c3ccccc23)CC1,5,3,-3,-6,-9,3,-0.6,25,14

# Next part; the last two above are carried over.
SMILES,CCR6 antagonist,tim23-1 inh,UPR XBP1 act,APJ ag,EBI2 block,CXCR6 block,CHOP UPR activ,Mdm2-MdmX inh,APJ antagonist
CC(NC(=O)OC(C)(C)C)C(=O)Oc1ccc2ccc(=O)oc2c1 (stereo not given),-5,22,-1,1,7,-8,0.7,-2,-5
CN1CCN(c2nnc(-c3ccc(Cl)cc3)c3ccccc23)CC1,5,3,-3,-6,-9,3,-0.6,25,14
CC(C)(C)NC(=O)C(c1ccc(-c2ccccc2)cc1)N(C[C@H]1CC[C@@H]([C@@H]2CC[C@H](CO)O2)O1)C(=O)c1cccc(Cl)c1 (stereo not given in full),29,39,6,nt,6,-6,3.1,50*,nt
CC1Cc2ccccc2N1C(=O)COC(=O)/C=C/c1ccc(F)cc1 (stereo not given),0,38,0,1,-1,4,0.1,12,-19
c1ccc2[nH]c(SCCN3CCOCC3)nc2c1,2,8,1,-3,-3,5,0.2,-24,-8
CCCN(CC1CC1)C(=S)NC(=O)C1CC1,-3,7,-2,-5,-6,1,-2.6,3,-20
N#Cc1ccc(COc2cccnc2[N+](=O)[O-])cc1,-12,5,1,-1,-11,1,1.8,-16,-12
COc1ccc(S(=O)(=O)Cc2ccc(C(=O)N3CCN(c4cccc(C)c4C)CC3)o2)cc1,-1,44,-5,-3,-7,8,-1.5,63*,6
COc1cccc(NC(=O)CCNS(=O)(=O)c2cccc3nonc23)c1,-1,-1,-7,-1,-14,3,0.3,-7,16
O=C(O)c1cnn2c1C(=O)N(Cc1cccs1)CC2,-2,9,-2,1,10,1,-1.4,-9,-29
O=C(COC(=O)c1cnccn1)Nc1ccc(Cl)cc1,-2,5,-4,-2,-11,-4,-1.3,3,15
CC(=O)c1ccc(NC(=O)C2CCC(C)(C(=O)O)C2(C)C)cc1 (stereo not given),8,15,-2,-1,-12,-3,-0.9,22,16
CCCOc1ccc(-c2c(C(=O)N/N=C/c3ccccc3)nnn2-c2nonc2N)cc1,8,-8,12,1,17,3,-1.5,3,-4
Cc1cccc(Nc2nc(C)cc(C)n2)c1,2,-1,-4,-2,0,2,3.1,-13,-13
Cc1nc(-c2ccccc2)cc(N2CCCC2)n1,3,7,1,-4,-4,-4,0.8,23,-8
CC1CCN(C(=O)c2ccc(NS(=O)(=O)c3ccc4[nH]c(=O)[nH]c4c3)cc2)CC1,10,-7,-3,0,11,4,-2.1,20,-16
Cc1cccc([C@@H]2[C@@H]3C(=O)N(Cc4ccccc4)C(=O)[C@@H]3[C@]3(Cc4ccc(Cl)cc4)C(=O)N(c4cccc(Cl)c4)C(=O)N23)c1,4,10,-4,-2,2,-2,-1.1,9,13
CCOC(=O)[C@H]1[C@H]2COc3ccc(OC)cc3[C@@H]2N2C(=O)CN(Cc3ccc(C)cc3)C(=O)[C@@]12C,3,28,0,-1,7,-7,1.5,-14,9
COc1cc(OC)c(NC2=NCCCCC2)cc1Cl,2,2,2,-2,-1,-22,-1.1,-15,4
CCCn1cnc2c(=S)nc(N)[nH]c21,-7,5,-3,0,-7,-3,-0.2,3,-7
O=C(Nc1ccc(C(F)(F)F)cc1)c1cc(S(=O)(=O)NCC2COc3ccccc3O2)ccc1F (stereo not given),12,9,-2,-3,14,-16,-0.9,33,-5
Cc1cc(C)n(CC(O)COc2ccc3ccccc3c2)n1 (stereo not given),2,33,1,-3,23,-4,6.1,-45,0
CCN(CCCNC(=O)C1CCC(=O)N1C(C)C)c1cccc(C)c1 (stereo not given),4,10,0,-3,-3,-8,2.6,-17,-10
CN(C(=O)c1cc2ccccc2oc1=O)C1(C)CCS(=O)(=O)C1 (stereo not given),6,7,0,0,-7,-18,5.6,10,6
O=C(NCc1ccccc1)C1CCN(C(=O)NCc2ccccc2)CC1,-9,1,0,-2,1,3,2.3,12,2
O=[N+]([O-])c1ccccc1N/N=C/c1cccc(O)c1O,27,-8,-1,-8,11,10,11,-35,5
O=C(NCc1ccccc1Br)c1ccco1,-8,6,1,1,0,-8,-0.9,14,3
Cc1nn(C)cc1C=NCCOCc1ccccc1,10,-6,0,2,1,1,1.6,21,-9
Nc1[nH]nc2nc(N3CCCC3)nc(-c3ccccc3)c12,0,-2,2,1,8,1,-2.0,22,16
CC(C)(C)n1ncc2c(=O)n(CC(=O)N3CCCC3)cnc21,7,3,0,-2,-2,-7,-0.4,-2,18
O=C(COc1ccc(Br)cc1Br)NC1CCCC1,17,-2,5,1,-4,-1,3.6,-59,-25
COc1ccc(NC(=O)c2ccco2)cc1NC(=O)c1c(OC)cccc1OC,4,11,9,0,-7,-2,1.0,1,17
CCOc1ccc(OCC)c(NC(=O)CN2CCN(c3ccc(C)cc3C)CC2)c1,10,1,-2,-5,3,2,-0.1,-10,6
Fc1cccc(NC(=S)NCCN2CCOCC2)c1,5,-3,-1,-2,0,4,-0.2,-7,3
CCC1CCCCN1Cc1nc2ccccc2c(=O)n1CC(C)=O (stereo not given),12,7,1,-6,7,6,-0.2,-13,-4
CC(=O)C(C(c1ccccc1)c1c[nH]c2ccccc12)[N+](=O)[O-] (stereo not given),14,37,-1,0,-1,-2,-0.9,53*,4
Cc1cc(C)cc(NC(=O)CSc2ccc(-c3cccs3)nn2)c1,11,46,0,1,8,-4,1.7,45,-27
CN(Cc1ccc(F)cc1)C(=O)c1ccc(NS(=O)(=O)c2ccc3[nH]c(=O)[nH]c3c2)cc1,-5,0,0,-2,-1,-8,0.9,9,-1
COc1cc2c(=O)n(CCC(=O)NCC3CCCO3)c(=O)n(CC(=O)c3ccc(Cl)cc3)c2cc1OC (stereo not given),5,-3,-2,-3,3,-1,0.1,-25,-17
O=C(NCCCN=C1NS(=O)(=O)c2ccccc21)c1ccc(Cl)cc1,10,-6,-2,-1,0,6,2.5,-11,4
COCCN(C(=O)CCCC(=O)Nc1ccccn1)C(C(=O)NC1CCCC1)c1ccc(C)cc1 (stereo not given),16,5,-3,0,0,-2,-0.7,-2,4
CCc1ccc(NC2=NC(C(=O)NC3CCCCC3)CC(=O)N2)cc1 (stereo not given),-3,15,2,-1,6,-4,2.5,-10,21
CC(C)NC(=O)C(C)Oc1ccc(S(=O)(=O)NCc2ccc3c(c2)OCO3)cc1 (stereo not given),1,23,1,0,7,-4,-0.5,-28,11
CCCNS(=O)(=O)c1ccc(CCC(=O)Nc2ccc3c(c2)OCO3)cc1,6,7,2,0,9,-2,-1.5,39,-12
Cc1nc2scc(C)n2c(=O)c1S(=O)(=O)N1CCN(c2ccc(F)cc2)CC1,-8,22,-1,1,3,-5,1.7,13,-2
Cn1c(=O)c(C(=O)Nc2ncccc2O)c(O)c2ccccc21,-7,-5,1,-3,0,6,0.2,3,9
CCCN(C(=O)CSc1nnc(N)s1)c1c(N)n(Cc2ccccc2)c(=O)[nH]c1=O,-3,18,-1,-4,-2,-1,1.4,26,-3

# Grouped by structure, the compounds so far with an NH in an aromatic ring.
SMILES,CCR6 antagonist,tim23-1 inh,UPR XBP1 act,APJ ag,EBI2 block,CXCR6 block,CHOP UPR activ,Mdm2-MdmX inh,APJ antagonist
c1ccc2[nH]c(SCCN3CCOCC3)nc2c1,2,8,1,-3,-3,5,0.2,-24,-8
CC1CCN(C(=O)c2ccc(NS(=O)(=O)c3ccc4[nH]c(=O)[nH]c4c3)cc2)CC1,10,-7,-3,0,11,4,-2.1,20,-16
CCCn1cnc2c(=S)nc(N)[nH]c21,-7,5,-3,0,-7,-3,-0.2,3,-7
Nc1[nH]nc2nc(N3CCCC3)nc(-c3ccccc3)c12,0,-2,2,1,8,1,-2.0,22,16
CC(=O)C(C(c1ccccc1)c1c[nH]c2ccccc12)[N+](=O)[O-] (stereo not given),14,37,-1,0,-1,-2,-0.9,53*,4
CN(Cc1ccc(F)cc1)C(=O)c1ccc(NS(=O)(=O)c2ccc3[nH]c(=O)[nH]c3c2)cc1,-5,0,0,-2,-1,-8,0.9,9,-1
CCCN(C(=O)CSc1nnc(N)s1)c1c(N)n(Cc2ccccc2)c(=O)[nH]c1=O,-3,18,-1,-4,-2,-1,1.4,26,-3
